Assay outcomes as filed in PubChem.
D2 agonist: HTS Assay for Allosteric Agonists of the Human D2 Dopamine Receptor: Primary Screen for Agonists; activation, % at 2 µM; HEK293 T-REx D2 cells, calcium flux agonist mode; hit rate 0.53% among 340,000; D(2) dopamine receptor (Homo sapiens), P14416;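 active = activation over 3 SD above normal in the single-dose calcium agonist read, cut at about 30% in these data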; note: 0% is about no effect
Target sequence (P14416 whole entry, looked up): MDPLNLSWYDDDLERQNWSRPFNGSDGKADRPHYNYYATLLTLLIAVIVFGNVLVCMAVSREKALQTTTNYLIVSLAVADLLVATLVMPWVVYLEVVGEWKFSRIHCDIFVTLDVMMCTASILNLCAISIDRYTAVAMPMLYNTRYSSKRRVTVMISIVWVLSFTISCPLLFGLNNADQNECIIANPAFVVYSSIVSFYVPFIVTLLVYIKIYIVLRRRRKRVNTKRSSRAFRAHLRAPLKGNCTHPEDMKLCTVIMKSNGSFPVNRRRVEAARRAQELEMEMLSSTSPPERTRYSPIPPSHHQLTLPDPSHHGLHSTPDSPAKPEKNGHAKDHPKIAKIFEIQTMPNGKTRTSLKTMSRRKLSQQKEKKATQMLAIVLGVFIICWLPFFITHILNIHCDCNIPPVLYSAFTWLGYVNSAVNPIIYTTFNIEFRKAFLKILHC
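Calcium-flux readout, 1 cycle/sec over 180 s following compound pin transfer, in inducible HEK293 Trex D2 cells (force-coupled); dopamine controls included. Positive calcium responses during this window marked compounds as potential agonists.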
RXFP1 antagonist: qHTS Assay for Antagonists of the Relaxin Receptor RXFP1; Relaxin receptor 1 (Homo sapiens), Q9HBX9; activity change, negative = inhibition, % at 57.5 µM; HEK293-RXFP1, relaxin-stimulated cAMP HTRF, 30 min; hits give low values; hit rate 0.59% among 350,000; AID 1259400, 2018;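 active = activity change of -60% or lower, but not beyond a set lower limit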; note: % is set by controls: 0 for no effect and ±100 for the full control effect
TRHR PAM: qHTS for Small Molecule Agonists and Allosteric Enhancers of Human TRH Receptor: Primary Screen for Enhancers | Thyrotropin-releasing hormone receptor (Homo sapiens), P34981 | TRHR cells, fluo-8 calcium fluorescence, EC20 TRH enhancement | enhancement, % at 2 µM | hit rate 0.66% among 360,000 | AID 493056, 2011; in the data active = enhancement above about 30%; note: 0% is about no effect
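Enhancer read-out: after compound pinning and an initial kinetic agonist-mode read, an EC20 of TRH (10 nM final) was injected and fluo-8 calcium signal (Ex 480/Em 530) followed at 1 s/cycle for 100 cycles in TRHR-expressing cells.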
D2 antagonist: HTS Assay for Allosteric Antagonists of the Human D2 Dopamine Receptor: Primary Screen for Antagonists. D(2) dopamine receptor (Homo sapiens), P14416. inhibition, % at 10 µM. hit rate 2% among 340,000. HEK293 TREx D2 cells, calcium flux, dopamine EC80. AID 485344, 2010; in the data active = inhibition above about 30%; note: 0% is about no effect
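Compounds are added to dye-loaded, induced HEK293 T-REx cells coupled to calcium release via D2; after a 3 min kinetic read an EC80 dopamine stimulus is given and fluorescence is recorded for 3 more min.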
D1 ag: Allosteric Agonists of the Human D1 Dopamine Receptor: qHTS; D(1A) dopamine receptor (Homo sapiens), P21728; activation, % at 2 µM; hit rate 1% among 360,000; HEK293 T-REx D1 cells, calcium flux, agonist mode; AID 504660, 2011; note: 0% is about no effect
Target sequence (P21728 whole entry, looked up): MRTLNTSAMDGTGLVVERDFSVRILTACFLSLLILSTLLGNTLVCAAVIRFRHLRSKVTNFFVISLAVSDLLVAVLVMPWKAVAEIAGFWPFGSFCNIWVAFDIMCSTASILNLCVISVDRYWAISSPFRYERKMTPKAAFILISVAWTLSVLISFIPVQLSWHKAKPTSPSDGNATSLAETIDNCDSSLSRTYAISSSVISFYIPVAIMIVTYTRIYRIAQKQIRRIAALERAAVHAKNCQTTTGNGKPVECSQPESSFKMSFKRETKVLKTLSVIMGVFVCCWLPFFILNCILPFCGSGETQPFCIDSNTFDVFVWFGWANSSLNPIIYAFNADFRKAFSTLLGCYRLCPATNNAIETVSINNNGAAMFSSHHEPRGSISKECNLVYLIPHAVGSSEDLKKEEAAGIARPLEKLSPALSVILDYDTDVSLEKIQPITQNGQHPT
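Inducible HEK293 T-REx D1 cells, force-coupled to calcium signalling, were plated at 4000 cells/well with tetracycline and held overnight at 30 C. After no-wash calcium dye loading, compound-evoked calcium rise over 180 s flagged agonists.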
D2 PAM: HTS Assay for Positive Allosteric Modulators of the Human D2 Dopamine Receptor: Primary Screen for Potentiators; D(2) dopamine receptor (Homo sapiens), P14416; HEK293 T-REx D2, calcium flux, EC20 dopamine potentiation; potentiation, % at 10 µM; hit rate 0.34% among 340,000; AID 485347, 2010;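 active = potentiation over 3 SD above the plate norm, cut at about 30% in these data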; note: 0% is about no effect
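Calcium flux readout, no-wash dye, 1 read/s. Inducible HEK293 Trex D2 line, overnight 30 C. Compound alone 180 s (agonist flags), then EC20 dopamine, another 180 s to score potentiation.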
TRHR ag: qHTS for Small Molecule Agonists and Allosteric Enhancers of Human TRH Receptor: Primary Screen for Agonists | TRHR cells, calcium flux fluo-8, FDSS agonist mode | Thyrotropin-releasing hormone receptor (Homo sapiens), P34981 | hit rate 0.18% among 360,000 | activation, % at 2 µM | AID 493084, 2011; note: 0% is about no effect
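TRHR-expressing cells loaded with fluo-8 calcium dye; 23 nL library compound pin-transferred, kinetic FDSS fluorescence (Ex 480/Em 530) recorded about 180 s for agonist-induced calcium release, before a 10 nM TRH EC20 addition for potentiator mode.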
D1 antag: Antagonist of Human D 1 Dopamine Receptor: qHTS; D(1A) dopamine receptor (Homo sapiens), P21728; HEK293 TREx D1 cells, calcium flux, dopamine EC80; hits give low values; activity change, negative = inhibition, % at 10 µM; hit rate 3.2% among 360,000; AID 504652, 2011; in the data active = activity change below about -30%; note: % is set by controls: 0 for no effect and ±100 for the full control effect
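Tetracycline-induced HEK293 Trex D1 cells, force-coupled to calcium, dye-loaded; compounds added and read 180 s, then EC80 dopamine added and calcium flux tracked kinetically another 180 s.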
D1 potentiator: Potentiators of Human D1 Dopamine Receptor: qHTS. HEK293 TREx D1 cells, calcium flux, dopamine EC20 potentiation. potentiation, % at 10 µM. hit rate 0.036% among 360,000; in the data active = potentiation above about 30%; note: 0% is about no effect
Starred values were filed as active, the others as inactive; . = no result given. Cut-off read from the data, not from the text of the source, unless noted: active = activation above about 30%; inactive = the rest.

SMILES	D2 agonist	RXFP1 antagonist	TRHR PAM	D2 antagonist	D1 ag	D2 PAM	TRHR ag	D1 antag	D1 potentiator
O=C(CN1CCN(Cc2ccccc2Cl)C1=O)NC1CCCCCC1	-0.2	-14	10	3	6	-1	-1.3	-9	-2
CC1CCN(c2ccc3c(c2)S(=O)(=O)c2cccc(C(=O)NCc4ccc(F)cc4)c2C3=O)CC1	27	.	7	-2	337*	2	78*	-20	-2
Cc1nn(CCCC(=O)NCc2ccc(OC(C)C)cc2)c(=O)c2c1sc1ccccc12	0.1	-5	4	.	1	2	0.0	-8	-1
Cc1cccc(C)c1Nc1nc2ccccc2nc1NS(=O)(=O)c1ccccc1	.	.	3	.	6	7	1.0	-3	1
Cc1cccc(NC(=O)Nc2ccc(Cl)cc2)n1	-0.6	2	-3	-8	2	0	0.3	2	-1
COc1ccc2c(c1)CCc1c(C(=O)NCc3ccco3)noc1-2	-0.2	4	6	1	4	2	-0.1	3	-3
O=c1cc(N2CCc3ccccc3C2)[nH]c(=O)n1-c1ccc(Cl)cc1	5.0	23	-12	-1	0	-1	-0.2	6	-2
COc1ccc2[nH]c3c(c2c1)CCN1C(=O)N([C@@H](C)C(=O)NC2CCCC2)C(=O)[C@]31C	0.5	.	-5	-24	1	-9	-0.3	-16	0
COc1cccc(NC(=S)N(Cc2cccc(Br)c2)CC2CCC(C(=O)O)CC2)c1 (configuration not stated)	-0.4	-4	5	-2	0	4	-0.3	9	-1
O=C(CCn1c(=O)oc2ccccc21)NCCC1=CCCCC1	-0.5	0	-2	-14	0	-9	-0.1	-5	-1
COC(=O)CCN(C(=O)C1CCN(S(=O)(=O)c2c(C)noc2/C=C/c2ccccc2F)CC1)c1ccccc1	0.8	15	3	.	9	17	0.4	-4	-1
Cn1c(=O)n(CC(=O)O)c(=O)c2c1nc1n2CCCN1Cc1ccccc1	0.8	0	0	6	5	-8	-0.3	7	-2
COc1ccc(CCNc2ncnc3sccc23)cc1OC	1.7	-26	-2	-17	25	2	0.4	-39*	-3
COc1ccc(C(=O)C2CCCN(C(=O)c3csc(C(C)=O)c3)C2)c(C)c1 (configuration not stated)	-0.1	-11	1	8	7	-3	0.6	0	-1
CNCCCNCc1ccc(SC)cc1	0.4	.	-5	-5	6	-8	0.4	-5	1
O=c1c2c([nH]n1-c1ccccc1)CCCC2	-0.2	-3	4	21	1	-2	-0.1	-1	4
O=C(Nc1cccc(-c2ccc3nncn3n2)c1)C(F)(F)F	-0.3	3	-2	-14	3	6	-0.5	-18	2
Cc1cc(Oc2nnnn2-c2ccccc2)ccc1Cl	0.5	-14	-13	17	7	-28	1.5	-2	2
CC(C)SCc1cc(N2CCCC2)nc(-c2ccccc2)n1	4.3	-23	3	-9	4	6	0.5	6	11
Cc1ccc(-n2c(C)cc(/C=N/NC(=O)CC3(C)OCCO3)c2C)cc1	-0.3	-4	0	14	8	-12	0.0	-3	-5
C[C@H](C(O)c1ccccc1)N(C)C(=O)CN (some centres not stated)	0.6	.	4	-3	3	-6	0.5	4	-7
Cc1cc(S(=O)(=O)N2CCC(N3CCCCC3)CC2)ccc1-n1cnnn1	-0.8	1	8	3	7	6	-0.2	2	-16
O=C(Nc1cc(Cl)ccc1-n1cncn1)c1cn2ccccc2n1	-0.2	-7	1	-30	1	-1	-0.3	-4	-2
Cc1noc(C)c1C(=O)OCC(=O)N(C)C1CCS(=O)(=O)C1 (configuration not stated)	0.4	-8	2	-5	4	9	0.2	-80*	-2
CCCCc1nnc(NC(=O)CN2C(=O)c3ccccc3C2=O)s1	0.8	-2	5	11	0	2	0.1	.	2
COC(=O)c1ccc(Oc2ccc(S(=O)(=O)N3CCCCC3)cc2N)cc1	0.8	-1	-6	-10	6	-3	1.6	-1	-7
OCC1(Cc2ccccc2)CCCN(Cc2ccc3c(c2)OCCO3)C1 (configuration not stated)	0.9	1	-3	30	2	-16	-0.3	6	6
COc1ccc(/C=C2\SC(=S)N(CCC(=O)N3CCCCC3)C2=O)cc1	0.2	4	11	-5	0	16	-0.2	-5	-4
CN(C)c1ccc(/C=N/NC(=S)NCc2ccco2)cc1	-1.0	0	-10	1	1	-15	-0.3	1	-8
Cc1[nH]c2ccccc2c1SCc1n[nH]c(=S)n1C	0.3	-5	-4	-3	1	3	-0.3	-24	1
CC(C)(C)c1ccc(/C=C(\C#N)C(=O)Nc2ccccn2)cc1	-0.2	-1	1	2	1	-6	0.5	2	-7
Cc1cc(C)cc(NC(=O)Cn2ncn3c(cc4ccccc43)c2=O)c1	1.0	-18	2	22	5	-14	0.6	1	4
Cc1ccc(O)c(C(=O)CC(=O)c2ccc(C(C)(C)C)cc2)c1	0.1	2	-8	-6	0	4	-0.1	-9	-14
COCCCNC(=O)CSc1nc2ccccc2c(=O)n1Cc1ccc2c(c1)OCO2	0.6	-8	-11	-8	1	-3	0.7	3	2
O=c1c(N2CCN(c3cccc(C(F)(F)F)c3)CC2)csc2ccccc12	0.0	.	15	.	5	-16	0.1	9	-4
CCOC(=O)c1sc(NS(=O)(=O)c2ccc(NC(C)=O)cc2)nc1C	-0.1	-4	3	-6	2	3	-0.2	14	-4

Among those listed so far, these contain an aryl methoxy group:
SMILES	D2 agonist	RXFP1 antagonist	TRHR PAM	D2 antagonist	D1 ag	D2 PAM	TRHR ag	D1 antag	D1 potentiator
COc1ccc2c(c1)CCc1c(C(=O)NCc3ccco3)noc1-2	-0.2	4	6	1	4	2	-0.1	3	-3
COc1ccc2[nH]c3c(c2c1)CCN1C(=O)N([C@@H](C)C(=O)NC2CCCC2)C(=O)[C@]31C	0.5	.	-5	-24	1	-9	-0.3	-16	0
COc1cccc(NC(=S)N(Cc2cccc(Br)c2)CC2CCC(C(=O)O)CC2)c1 (configuration not stated)	-0.4	-4	5	-2	0	4	-0.3	9	-1
COc1ccc(CCNc2ncnc3sccc23)cc1OC	1.7	-26	-2	-17	25	2	0.4	-39*	-3
COc1ccc(C(=O)C2CCCN(C(=O)c3csc(C(C)=O)c3)C2)c(C)c1 (configuration not stated)	-0.1	-11	1	8	7	-3	0.6	0	-1
COc1ccc(/C=C2\SC(=S)N(CCC(=O)N3CCCCC3)C2=O)cc1	0.2	4	11	-5	0	16	-0.2	-5	-4

Further structures follow.
SMILES	D2 agonist	RXFP1 antagonist	TRHR PAM	D2 antagonist	D1 ag	D2 PAM	TRHR ag	D1 antag	D1 potentiator
O=c1c2oc3ccccc3c2n(Cc2ccccc2Cl)c(=O)n1Cc1ccc2c(c1)OCO2	-0.5	4	0	.	3	-6	-0.1	4	-4
Cc1ccc2oc(C(=O)N(Cc3cccc(F)c3)C3CCS(=O)(=O)C3)c(C)c2c1 (configuration not stated)	1.3	-40	3	.	7	12	0.3	-18	2
COc1cc(C(=O)NCC(=O)Nc2c(C)cccc2C)ccc1OCc1ccccc1	0.9	-14	-1	24	0	-10	-0.6	-5	-9
CC1C/C(=N\NC(=O)c2ccc(NS(=O)(=O)c3ccc(Br)cc3)cc2)CC(C)(C)C1 (configuration not stated)	-0.1	-6	-2	0	1	8	0.1	6	5
CSc1nnc(C)c(/C=C/Nc2ccc(C)cc2)n1	14	-13	0	-9	46*	-9	29	-5	-2
O=C(O)c1ccc(NC(=O)c2cn(-c3ccccc3)nc2-c2ccc(Cl)cc2)cc1	-0.2	-32	6	4	3	-4	0.6	-8	-2
CCN(C=NC1=NN(c2cccc(C(F)(F)F)c2)CC1)CC	-0.9	-5	2	7	0	-4	-0.8	0	-11
Cc1ccccc1OCCCCn1c(CO)nc2ccccc21	0.9	6	-4	-3	15	6	0.1	-21	-9
CC1CCCC(C)N1S(=O)(=O)c1ccc(S(=O)(=O)NCCc2ccncc2)cc1 (configuration not stated)	-0.3	-8	-1	-1	1	-6	0.0	10	1
Cc1cc(C)c2cc(C(=O)Nc3ccccc3)[nH]c2c1	-1.7	-13	5	24	2	-19	-0.3	5	-2
CN(C)c1ccc(NC(=O)c2cnsn2)cc1	-0.2	-16	-4	22	1	9	-0.5	-3	-4
COCCn1c(=S)[nH]c2ncccc2c1=O	1.3	6	5	-3	2	2	0.2	5	0
CC(C)CNC(=S)NC1CCCC1	-0.8	0	-4	-10	1	-5	0.2	-5	-3
CC(=O)c1c(C)oc2ccc(NS(=O)(=O)c3ccc(C(C)C)cc3)cc12	-2.1	-10	7	.	26	0	-0.1	-20	-1
Cc1cccc(OCC(=O)Nc2ccc3c(c2)OCCO3)c1	2.0	3	-3	-24	4	.	-2.4	11	1
COc1cccc2c1OC1(C)CC2NC(=O)N1 (configuration not stated)	.	10	1	.	0	.	0.1	4	-6
CC(OC(=O)C1CCCO1)C(=O)NC1CCCC1 (configuration not stated)	-0.4	6	-1	-7	2	-3	0.1	9	7
Cc1onc(-c2ccccc2)c1C(=O)N(Cc1ccccc1)C(C)C	-0.6	5	-1	11	0	-2	-0.5	-7	-4
O=C(NCc1ccco1)/C(=C/c1ccc(F)cc1)NC(=O)c1ccccc1	0.8	-5	0	-3	1	-4	0.6	-17	1
Cc1ccc(-c2cc3ncc(C(=O)c4cc([N+](=O)[O-])ccc4O)cn3n2)cc1	3.4	.	-1	.	12	.	3.6	10	-4
CCN1C(=O)C(O)(CC(=O)C(C)(C)C)c2cc(Br)ccc21 (configuration not stated)	-0.5	-2	-2	-17	1	4	0.3	4	2
COCCNC(=O)CCc1nnc(C2(c3ccc(Cl)cc3)CCC2)o1	0.2	0	5	-17	1	13	-1.1	7	3
O=C(/C=C/c1ccc(Cl)cc1)NCCSc1ccccc1	.	-1	3	.	9	1	0.3	2	-9
O=C(NC1CCCCCC1)c1cccnc1Sc1ccc(Cl)cc1	6.4	-2	-3	1	1	6	-1.2	6	-10
C(=N\C(/N=C/c1ccco1)c1ccco1)/c1ccco1	0.9	8	3	-12	2	-6	0.9	-19	-4
CNc1ccccc1C(=O)OCC(=O)N(CCOC)c1c(N)n(CC(C)C)c(=O)[nH]c1=O	0.2	0	11	-3	4	-12	0.1	17	0
Cc1cccc(N2CCN(C(=O)C(Cc3ccccc3)n3cccc3)CC2)c1C (configuration not stated)	2.2	-1	3	-1	-1	7	0.5	-12	-3
O=C(Nc1cccc(Cl)c1Cl)c1cc2nc(-c3ccc4c(c3)OCO4)cc(C(F)(F)F)n2n1	-0.3	2	6	.	-1	8	-0.7	12	0
CCN(c1cccc(C)c1)S(=O)(=O)c1c(C)nc2sc(C)cn2c1=O	-0.2	-11	-5	.	5	-3	-0.8	-4	2
